NPR1 activator: GC-A (human) enzyme activation; activation, % at 10 µM; AID 1671463; 0.14% of 370,000 active; P16066; HEK293 GC-A cells, cGMP TR-FRET, EC30 ANP; 0% at EC30 ANP, 100% saturating ANP; in the data active = activation above about 40%
hcDAF-12 act: H. contortus DAF-12 activation, primary screen; HEK293 hcDAF-12 lit1-tk-luc reporter, luminescence; 0% DMSO, 100% Δ7-dafachronic acid; activation, % at 6.8 µM; 1.4% of 370,000 active;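 active = activation above the mean of all tested compounds plus 3 SD, cut at about 5.5% in these data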;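 also: 100% = response to 3 µM Δ7-dafachronic acid high control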
ADAM17 inh: ADAM17 inhibition, QFRET primary screen; inhibition, % at 6.95 µM; P78536; 0.83% of 370,000 active; recombinant ADAM17, EDANS/DABCYL FRET peptide cleavage;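 active = inhibition above the mean of compounds lying between control limits plus 3 SD, set per campaign, cut at about 8.5% in these data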;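 also: 0% = DMSO-only wells as the low control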
ssDAF12 agonist: activates DAF-12 receptor from parasite S. stercoralis. HEK293 ssDAF-12/GRIP1 lit1-tk-luc reporter, luminescence; % of 3 µM dafachronic acid response. activation, % at 6.8 µM. 1% of 370,000 active;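 active = activation above the mean over all tested compounds plus 3 SD, cut at about 0.9% in these data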;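 also: 0% = DMSO-only wells and 100% = 3 µM delta7-dafachronic acid wells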
DAX1 inh-1: inhibitors of human orphan nuclear receptor DAX1 (NR0B1); P51843; HEK293 Gal4-DAX1 luciferase reporter, luminescence; inhibition, % at 6.75 µM; 0.99% of 340,000 active; AID 504766;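 active = inhibition above the mean over all tested compounds plus 3 SD, cut at about 4.2% in these data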;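 also: 0% = DAX1-transfected cells with DMSO and 100% = empty-vector control cells with DMSO; inhibition shows as a rise in luminescence from relieved DAX1 repression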
Target sequence (P51843 207-470 limits assumed): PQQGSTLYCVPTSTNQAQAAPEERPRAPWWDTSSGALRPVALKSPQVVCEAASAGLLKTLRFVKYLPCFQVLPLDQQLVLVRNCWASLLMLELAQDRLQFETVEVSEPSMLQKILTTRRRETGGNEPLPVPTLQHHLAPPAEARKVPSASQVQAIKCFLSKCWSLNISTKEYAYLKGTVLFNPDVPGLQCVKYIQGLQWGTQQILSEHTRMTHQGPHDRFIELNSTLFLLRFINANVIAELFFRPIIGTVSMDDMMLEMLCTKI
hgDAF12 agonist: hgDAF-12 agonism, primary luciferase screen; activation, % at 6.8 µM; 1.8% of 370,000 active; HEK293 GAL4-hgDAF12 UAS-luciferase reporter, agonist luminescence; normalized to butyrate control;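 active = activation above a cutoff set at the mean of all screened compounds plus 3 SD, cut at about 10% in these data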;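 also: 0% = DMSO wells and 100% = sodium butyrate wells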
FXN GAA850 act: increases GAA850 frataxin promoter reporter activity; activation, % at 6 µM; HEK293 lucGAA850 FXN promoter luciferase reporter, 24 h; percent of 10 µM SAHA response; AID 540364; 0.56% of 360,000 active;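 active = activation above the average of all compounds screened plus 3 SD, cutoff fixed separately per campaign, cut at about 7.5% in these data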;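 also: 0% = DMSO wells and 100% = 10 µM SAHA wells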
DAX1 inh-2: blocks DAX1 repression of SF-1 activated StAR promoter. HEK293T StAR-luciferase reporter, SF-1/DAX-1 repression relief. inhibition, % at 6.8 µM. 1.1% of 370,000 active. AID 652010;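 active = inhibition above the mean over all tested compounds plus 3 SD, cut at about 3.6% in these data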;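 also: 0% = DAX-1 cells with DMSO and 100% = cells lacking DAX-1 with DMSO; higher inhibition means more luminescence from relief of DAX-1 repression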
ADAM10 inh: inhibitors of human ADAM10 | O14672 | recombinant ADAM10, EDANS/DABCYL FRET peptide cleavage, 3 h | inhibition, % at 7 µM | 0.62% of 370,000 active;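 active = inhibition above a per-campaign cutoff equal to the mean of compounds falling between control-based bounds plus 3 SD, cut at about 20% in these data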;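 also: 0% = DMSO wells while the 100% control is not disclosed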
Target sequence (O14672 214-748 limits assumed): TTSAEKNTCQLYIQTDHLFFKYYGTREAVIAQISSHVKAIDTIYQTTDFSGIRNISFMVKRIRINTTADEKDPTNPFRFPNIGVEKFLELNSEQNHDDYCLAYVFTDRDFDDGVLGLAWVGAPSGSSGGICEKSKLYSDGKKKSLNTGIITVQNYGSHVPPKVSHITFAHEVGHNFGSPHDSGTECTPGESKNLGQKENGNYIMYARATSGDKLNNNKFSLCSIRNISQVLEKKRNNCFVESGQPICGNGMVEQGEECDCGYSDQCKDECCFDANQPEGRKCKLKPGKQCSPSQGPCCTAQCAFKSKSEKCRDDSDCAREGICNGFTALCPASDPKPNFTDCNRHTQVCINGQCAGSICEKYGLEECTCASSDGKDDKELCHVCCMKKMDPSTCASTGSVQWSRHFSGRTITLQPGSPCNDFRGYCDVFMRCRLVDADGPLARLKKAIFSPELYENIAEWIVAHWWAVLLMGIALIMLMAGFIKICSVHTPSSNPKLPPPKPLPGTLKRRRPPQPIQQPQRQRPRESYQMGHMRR
PG9 Ab binder: PG9 antibody binding by small molecule; AID 624416; 0.43% of 360,000 active; inhibition, % at 6.7 µM; TR-FRET gp120-PG9 antibody binding; in the data active = inhibition above about 8.5%
SMARCA2 activ: activators of SMARCA2 function. MG213 cells, MMTV-luciferase reporter, dexamethasone, overnight. activation, % at 9.1 µM. 1% of 370,000 active; in the data active = activation above about 7.8%;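 also: 0% = vehicle wells and 100% = reference activator wells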
Numbers without * were called inactive; . = not tested or not shown.

The first ten entries as a preview:
SMILES	NPR1 activator	hcDAF-12 act	ADAM17 inh	ssDAF12 agonist	DAX1 inh-1	hgDAF12 agonist	FXN GAA850 act	DAX1 inh-2	ADAM10 inh	PG9 Ab binder	SMARCA2 activ
COc1cccc(OC)c1OC(=O)c1ccccc1	2	0.1	-3	-0.9	3.4	1.9	1.5	0.1	-16	-1.4	-4
O=C(c1ccccc1)c1ccc(OCC(O)CNCc2ccc(Cl)cc2)cc1 (centres undefined)	0	-2.2	2	-0.8	-0.2	-4.2	-0.7	0.3	16	-0.8	-3
CCCN(C(=O)Cc1coc2cc(OC)ccc12)C1CCS(=O)(=O)C1 (centres undefined)	3	-0.4	-4	-1.1	0.3	0.7	-0.5	1.7	-5	-2.4	5
O=C(CSc1nc2ccc([N+](=O)[O-])cc2[nH]1)NC1CCCCCC1	18	-2.0	8	-1.5	-3.3	-5.5	6.8	-1.6	5	-1.2	-5
COc1cc(/C=C(/C#N)c2nc3ccccc3[nH]2)ccc1OCC(=O)Nc1ccccc1C	8	2.4	-6	-1.0	0.8	2.3	-13	0.9	-12	-2.8	-2
CN(C)c1ccc(/C=N/O)cc1	-12	0.5	-13	-1.4	0.1	8.2	-0.5	0.5	-25	-6.5	-4
CCc1ccc(/C=C2/Sc3ccccc3N(CC(=O)NCCCN3CCOCC3)C2=O)cc1	4	-0.2	-2	-1.5	-0.1	1.1	-0.3	-1.6	-1	0.4	1
O=C(CNCCO)N1CCc2ccccc21	2	-0.1	-3	-0.7	-0.8	0.0	-0.9	0.8	-6	4.8	1
CC(C)(C)c1ccc(C(=O)NC(CC(=O)O)c2ccc(OC3CCCC3)cc2)cc1 (centres undefined)	3	-0.1	-4	-0.8	2.0	1.9	-0.8	1.2	-9	0.8	-2
COc1ccc(Cl)c(NCCC(=O)O)c1	2	0.6	1	-0.9	-0.1	0.7	0.1	-0.1	5	-1.3	4

The listing, from the start:
SMILES	NPR1 activator	hcDAF-12 act	ADAM17 inh	ssDAF12 agonist	DAX1 inh-1	hgDAF12 agonist	FXN GAA850 act	DAX1 inh-2	ADAM10 inh	PG9 Ab binder	SMARCA2 activ
COc1cccc(OC)c1OC(=O)c1ccccc1	2	0.1	-3	-0.9	3.4	1.9	1.5	0.1	-16	-1.4	-4
O=C(c1ccccc1)c1ccc(OCC(O)CNCc2ccc(Cl)cc2)cc1 (centres undefined)	0	-2.2	2	-0.8	-0.2	-4.2	-0.7	0.3	16	-0.8	-3
CCCN(C(=O)Cc1coc2cc(OC)ccc12)C1CCS(=O)(=O)C1 (centres undefined)	3	-0.4	-4	-1.1	0.3	0.7	-0.5	1.7	-5	-2.4	5
O=C(CSc1nc2ccc([N+](=O)[O-])cc2[nH]1)NC1CCCCCC1	18	-2.0	8	-1.5	-3.3	-5.5	6.8	-1.6	5	-1.2	-5
COc1cc(/C=C(/C#N)c2nc3ccccc3[nH]2)ccc1OCC(=O)Nc1ccccc1C	8	2.4	-6	-1.0	0.8	2.3	-13	0.9	-12	-2.8	-2
CN(C)c1ccc(/C=N/O)cc1	-12	0.5	-13	-1.4	0.1	8.2	-0.5	0.5	-25	-6.5	-4
CCc1ccc(/C=C2/Sc3ccccc3N(CC(=O)NCCCN3CCOCC3)C2=O)cc1	4	-0.2	-2	-1.5	-0.1	1.1	-0.3	-1.6	-1	0.4	1
O=C(CNCCO)N1CCc2ccccc21	2	-0.1	-3	-0.7	-0.8	0.0	-0.9	0.8	-6	4.8	1
CC(C)(C)c1ccc(C(=O)NC(CC(=O)O)c2ccc(OC3CCCC3)cc2)cc1 (centres undefined)	3	-0.1	-4	-0.8	2.0	1.9	-0.8	1.2	-9	0.8	-2
COc1ccc(Cl)c(NCCC(=O)O)c1	2	0.6	1	-0.9	-0.1	0.7	0.1	-0.1	5	-1.3	4
OCC[C@@H]1C[C@H](O)[C@@H](O)[C@@]2(OCc3cc(C(F)(F)F)ccc32)O1	2	-0.9	2	-0.4	-0.1	-2.1	-1.1	0.1	2	0.9	5
C[C@@H]1C=C(C(=O)N2CCN(Cc3ccc4c(c3)OCO4)CC2)O[C@H](OCCCCO)C1	4	-0.8	-2	-0.8	-0.8	-0.4	-1.1	-0.3	-9	-0.7	-1
Cc1ccc(/C=C/C(=O)Nc2nccs2)o1	0	1.7	-6	-1.1	2.6	6.6	3.3	2.0	-15	-2.5	11*
O=C(NCCCCc1ccccc1)c1ccccc1	-1	-1.4	-1	-1.1	1.2	0.2	2.8	1.2	4	-1.1	-1
CC(Oc1cc(F)ccc1[N+](=O)[O-])C(=O)Nc1ccc(S(=O)(=O)N2CCCC2)cc1 (centres undefined)	4	-0.2	5	-1.6	-1.7	-1.2	0.5	-1.7	6	0.1	3
Cc1ccccc1C(=O)Nc1ccccc1	-1	-0.8	-5	-1.1	1.7	3.5	2.3	0.7	-6	0.3	3
CC1CCC(C(C)C)C(OC(=O)C[n+]2cc(-c3ccc(Cl)cc3)n3c2CCCCC3)C1 (centres undefined)	-4	-0.9	1	-1.9	2.4	-1.2	-2.5	-1.8	4	-1.5	-7
CCOc1ccccc1C(=O)Nn1c(C2CCC2)nc2ccccc2c1=O	-2	2.8	2	0.0	-1.2	-4.0	-3.9	-1.4	12	-0.3	-1
O=C(COC(=O)c1ccccc1O)NC12CC3CC(CC(C3)C1)C2	-3	1.4	3	-0.2	0.6	6.6	4.8	-0.4	0	-0.7	4
COC(=O)c1cc(NC(=O)c2cc(C(C)(C)C)nn2Cc2cccc(C)c2)ccc1N1CCOCC1	6	-1.9	-1	-1.6	0.6	-0.8	0.3	-0.3	3	-0.5	-2
FC(F)(F)c1cnc(N2CCC(=NOCc3ccc(Cl)cc3)CC2)c(Cl)c1	0	0.6	4	-1.2	1.3	1.2	0.3	-0.3	10	1.2	-3
COCCNC(=O)c1onc(CCl)c1C(=O)OC	1	-1.6	1	-1.5	0.7	-1.6	1.2	0.1	4	-1.7	0
Cc1ccc(S(=O)(=O)N2CCCCC2)cc1C(=O)OC(C)C(=O)NCC1CCCCC1 (centres undefined)	-2	-1.8	-5	-1.2	-0.7	-1.7	1.0	0.1	-3	0.0	-2
COc1ccc(N2C(=O)C(Cl)=C(Nc3ccc(OC)cc3OC)C2=O)cc1	0	-0.6	1	-1.8	0.3	4.7	1.0	-1.3	-4	0.0	0
Cc1cccc(NC(=O)COc2ccc(Br)cc2)n1	-2	2.2	-1	-0.3	1.0	5.5	0.9	0.6	1	-1.5	1
Going on with the list:
SMILES	NPR1 activator	hcDAF-12 act	ADAM17 inh	ssDAF12 agonist	DAX1 inh-1	hgDAF12 agonist	FXN GAA850 act	DAX1 inh-2	ADAM10 inh	PG9 Ab binder	SMARCA2 activ
COc1cccc(NC(=O)N2CCCC2C(=O)NCc2ccccc2F)c1 (centres undefined)	-2	-0.8	1	-2.0	0.1	3.6	-1.5	0.4	1	-2.1	1
O=C(N[C@@H](c1ccccc1)[C@@H]1C[C@H]1C(=O)NCc1ccccn1)OCc1ccccc1	-2	-0.6	-5	-1.3	-1.4	-0.8	0.3	0.3	-7	0.9	-2
COc1ccc(CCNC(=O)Cn2ccc3c(OC)cccc3c2=O)cc1OC	3	-1.6	-6	-1.4	-2.1	-1.2	-1.3	-0.5	-16	0.1	-2
CC12CCC(C1)C(C)(C)C2OC(=O)c1ccccc1C(=O)O (centres undefined)	2	-1.5	-2	-1.8	0.0	-1.3	-0.9	-0.1	-1	1.1	-1
CN(c1ccccc1)c1nc(N)c([N+](=O)[O-])c(Nc2ccccc2)n1	-9	-2.0	7	-0.5	-0.3	-2.1	4.4	0.1	4	-0.7	7
O=C(O)CSc1nnc(Cn2nnc3ccccc32)n1CCc1ccccc1	10	0.7	-1	-0.7	0.4	2.8	2.1	0.3	-19	1.2	-2
CC1(C)C(=O)OC(c2c(F)c(F)c(F)c(F)c2F)C2(CCCCC2)C1=O (centres undefined)	1	-1.9	-1	-0.9	0.1	-0.2	-0.1	0.4	-1	0.6	-1
Cc1ccc(OP(=O)(Nc2c(C)n(C)n(-c3ccccc3)c2=O)Oc2ccc(C)cc2)cc1	-3	-0.8	3	-0.7	1.3	-0.8	-0.7	-0.3	3	-0.7	3
CN(Cc1cccnc1)C(=O)c1cc(S(=O)(=O)Nc2ccccc2F)ccc1Cl	4	0.8	4	-1.3	-0.7	0.2	0.4	-0.2	5	-1.9	-3
C/C(Cc1ccccc1)=N\NC(=O)CNC(=O)c1ccc2c(c1)OCCO2	0	-2.5	-1	-1.4	1.4	2.4	-1.2	0.4	5	-1.0	-1
COCc1c(C(=O)NCc2ccccc2CN2CCCC2)oc2ccccc12	-5	-1.2	-1	-1.1	1.6	0.7	0.2	-0.3	-8	-2.0	-1
Cc1ccccc1C(=O)NC1CCN(CC(=O)NCc2cccs2)CC1	4	-1.4	3	-1.7	5.2*	2.6	2.3	0.2	3	0.1	2
COCCN1C(=O)N[C@@H](c2ccco2)C(C(C)=O)=C1C	2	-0.3	-2	-0.6	0.3	-1.2	-0.8	-0.1	0	-0.3	2
COc1cc(S(=O)(=O)N2CCCCC2)ccc1NC(C)=O	-1	-2.7	-5	-1.6	0.1	0.8	-1.3	-0.5	2	0.0	-1
O=C(c1cnn(-c2ccccc2)c1)c1ccc2ccccc2c1O	-4	1.2	0	0.1	1.8	5.4	5.8	1.6	7	-3.2	0
COCC(C)n1c(C)cc(C(=O)CN2c3cccc4cccc(c34)S2(=O)=O)c1C (centres undefined)	-1	0.5	-44	-1.3	-0.6	1.6	2.2	0.5	-143	-0.3	-1
CC(C)OC(=O)c1ccc(NC(=O)Cn2c(-c3nonc3N)nc3ccccc32)cc1	-5	-2.2	-1	-1.4	0.1	2.4	-0.1	-1.0	-5	-2.2	-2
CNC[C@@H]1Oc2cc(Br)ccc2S(=O)(=O)N([C@H](C)CO)C[C@@H]1C	-3	0.5	-1	-1.8	.	-0.6	.	-0.8	-6	-2.5	-5

Bioassay records (PubChem BioAssay)
